Anesthetic bind: qHTS Assay for Identification of Novel General Anesthetics; Ferritin light chain (Equus caballus), P02791; apoferritin/1-aminoanthracene competitive binding, fluorescence; Potency, µM (doses to about 77.5 µM), inactives show at the highest dose activity change, negative = displacement, actives largely listed as inhibitors; 350,000 tested, 0.074% active; AID 485281, 2010; also: potency is read from the fitted curve at half-maximal effect; % is scaled to controls: 0 for no effect and ±100 for the full control effect; nearly all actives have a fitted effect of over 20% in size
Target sequence (P02791 2-175 limits assumed): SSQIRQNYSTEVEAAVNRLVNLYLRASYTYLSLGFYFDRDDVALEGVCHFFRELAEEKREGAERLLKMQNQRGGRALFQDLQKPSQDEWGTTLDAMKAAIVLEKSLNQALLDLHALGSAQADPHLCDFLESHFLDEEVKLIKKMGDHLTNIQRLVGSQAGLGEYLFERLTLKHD
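Concentration-response curves derived by four-parameter Hill fitting of normalized fluorescence, where compounds displaced 1-AMA from 10 uM horse apoferritin following a brief 10 min room-temperature incubation; propofol titration acted as positive control.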
D2 potentiator: HTS Assay for Positive Allosteric Modulators of the Human D2 Dopamine Receptor: Primary Screen for Potentiators; 340,000 tested, 0.34% active; D(2) dopamine receptor (Homo sapiens), P14416; AID 485347, 2010; HEK293 T-REx D2, calcium flux, EC20 dopamine potentiation; potentiation, % at 10 µM;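 active = potentiation over 3 SD above the plate norm, cut at about 30% in these data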; also: 0% is about no effect
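Potentiation of an EC20 dopamine calcium response is measured in a force-coupled, tetracycline-inducible Hek293 Trex D2 line. Compound-only kinetic reads over 180 s flag agonists before dopamine addition.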
TRHR PAM: qHTS for Small Molecule Agonists and Allosteric Enhancers of Human TRH Receptor: Primary Screen for Enhancers; Thyrotropin-releasing hormone receptor (Homo sapiens), P34981; TRHR cells, fluo-8 calcium fluorescence, EC20 TRH enhancement; 360,000 tested, 0.66% active; enhancement, % at 2 µM; in the data active = enhancement above about 30%; also: 0% is about no effect
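TRHR-expressing cells loaded with fluo-8 calcium dye were read kinetically (ex 480/em 530) during compound addition, then stimulated with an EC20 of TRH (10 nM final). Enhancement of the Gq-mediated intracellular calcium response was scored.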
D1 agonist: Allosteric Agonists of the Human D1 Dopamine Receptor: qHTS; activation, % at 2 µM; D(1A) dopamine receptor (Homo sapiens), P21728; AID 504660, 2011; 360,000 tested, 1% active; HEK293 T-REx D1 cells, calcium flux, agonist mode; in the data active = activation above about 30%; also: 0% is about no effect
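Inducible HEK293 T-REx D1 cells, force-coupled to calcium signalling, were plated at 4000 cells/well with tetracycline and held overnight at 30 C. After no-wash calcium dye loading, compound-evoked calcium rise over 180 s flagged agonists.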
D1 antag: Antagonist of Human D 1 Dopamine Receptor: qHTS. AID 504652, 2011. HEK293 TREx D1 cells, calcium flux, dopamine EC80; stronger effect = lower value. activity change, negative = inhibition, % at 10 µM. 360,000 tested, 3.2% active; in the data active = activity change below about -30%; also: % is scaled to controls: 0 for no effect and ±100 for the full control effect
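Tetracycline-induced HEK293 Trex D1 cells, force-coupled to calcium, dye-loaded; compounds added and read 180 s, then EC80 dopamine added and calcium flux tracked kinetically another 180 s.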
D1 potentiator: Potentiators of Human D1 Dopamine Receptor: qHTS | potentiation, % at 10 µM | 360,000 tested, 0.036% active | HEK293 TREx D1 cells, calcium flux, dopamine EC20 potentiation; in the data active = potentiation above about 30%; also: 0% is about no effect
RXFP1 agonist: qHTS Assay for Agonists of the Relaxin Receptor RXFP1. HEK293T-RXFP1 cAMP TR-FRET, 30 min; response scale: percent of porcine relaxin response, buffer zero. Potency, µM (titrated, usually from 57.5 µM), without a hit: at the highest dose activation, hits mostly activators. 370,000 tested, 0.3% active. AID 2676, 2010; also: potency is read from the fitted curve at half-maximal effect; % is scaled to controls: 0 for no effect and ±100 for the full control effect; nearly all actives have a fitted effect of over 60% in size; many of its hits are not listed in these tables
Target sequence (Q9HBX9 whole entry, looked up): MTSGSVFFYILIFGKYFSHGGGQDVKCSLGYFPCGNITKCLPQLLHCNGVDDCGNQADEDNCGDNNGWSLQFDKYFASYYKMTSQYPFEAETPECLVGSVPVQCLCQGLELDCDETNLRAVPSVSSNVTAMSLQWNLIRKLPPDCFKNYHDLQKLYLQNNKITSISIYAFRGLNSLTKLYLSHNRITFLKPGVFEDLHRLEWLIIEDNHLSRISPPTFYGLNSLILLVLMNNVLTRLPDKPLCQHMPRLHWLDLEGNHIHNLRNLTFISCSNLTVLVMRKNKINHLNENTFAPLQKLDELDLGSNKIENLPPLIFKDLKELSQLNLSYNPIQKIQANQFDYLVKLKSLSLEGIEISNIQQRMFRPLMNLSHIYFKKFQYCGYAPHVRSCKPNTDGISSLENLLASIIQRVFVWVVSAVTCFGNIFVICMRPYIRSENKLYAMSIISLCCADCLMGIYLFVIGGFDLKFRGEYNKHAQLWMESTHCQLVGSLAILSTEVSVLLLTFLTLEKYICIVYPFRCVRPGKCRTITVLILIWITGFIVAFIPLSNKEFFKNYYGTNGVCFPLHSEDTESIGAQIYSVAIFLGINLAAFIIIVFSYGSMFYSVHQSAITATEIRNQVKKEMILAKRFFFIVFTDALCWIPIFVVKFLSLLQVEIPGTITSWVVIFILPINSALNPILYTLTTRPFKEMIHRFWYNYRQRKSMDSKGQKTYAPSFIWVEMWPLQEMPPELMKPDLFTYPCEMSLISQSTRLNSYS
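cAMP rise read by TR-FRET after 30 min, 37C compound exposure (up to 58 uM) in RXFP1-transfected HEK293 cells with Ro 20174 present. EC50 from Hill-equation fits, with 29 nM porcine relaxin as 100% and buffer as basal.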
RXFP1 antag: qHTS Assay for Antagonists of the Relaxin Receptor RXFP1; activity change, negative = inhibition, % at 57.5 µM; Relaxin receptor 1 (Homo sapiens), Q9HBX9; 350,000 tested, 0.59% active; HEK293-RXFP1, relaxin-stimulated cAMP HTRF, 30 min; stronger effect = lower value; AID 1259400, 2018;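 active = activity change of -60% or lower, but not beyond a set lower limit; inconclusive = change between -60% and -40%, or beyond the set limit; inactive = change above -40%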; also: % is scaled to controls: 0 for no effect and ±100 for the full control effect
TRHR agonist: qHTS for Small Molecule Agonists and Allosteric Enhancers of Human TRH Receptor: Primary Screen for Agonists; Thyrotropin-releasing hormone receptor (Homo sapiens), P34981; TRHR cells, calcium flux fluo-8, FDSS agonist mode; activation, % at 2 µM; 360,000 tested, 0.18% active; in the data active = activation above about 30%; also: 0% is about no effect
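In this calcium-flux screen, cells bearing human TRHR are dye-loaded with fluo-8, baselined for 10 cycles, then exposed to library compounds; positive kinetic calcium responses during the agonist phase mark hits, with TRH as control.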
Starred values were filed as active, the others as inactive; ? = inconclusive; / = not tested or not shown; [ ] = remark or other dose. Unless noted, calls follow the shape of the dose curve; as a rule, active = well fitted curve in the direction sought with a large enough effect; inconclusive = small, poorly fitted or top-dose-only effect, or another doubt; inactive = no such curve, though single readings can be large; an effect the other way counts as inactive or inconclusive. The list is partial (hit frequency here may not be typical).

SMILES	Anesthetic bind	D2 potentiator	TRHR PAM	D1 agonist	D1 antag	D1 potentiator	RXFP1 agonist	RXFP1 antag	TRHR agonist
O=C(CN1CCN(S(=O)(=O)c2ccc(Cl)cc2)CC1)N1CCCC1	/	-4	0	0	-1	0	-0.6%	-5	0.0
CC(Nc1ccccc1)c1cc(Cl)ccc1O (stereo not drawn)	?	3	-11	4	-7	-3	-0.2%	-8	-0.6
N#Cc1c(N2CCSCC2)nsc1-c1ccccc1Cl	-12%	-3	-8	11	-4	-12	?	3	1.1
COc1ccc(C2=NN(C(=O)CSc3nnc(C)c(=O)n3N)C(c3ccco3)C2)cc1 (stereo not drawn)	-13%	14	4	2	-80*	-5	2.3%	-15	-0.6
O=C(NC(c1ccccc1)c1ccccc1)c1ccc(CO)cc1	-9%	1	2	1	9	-4	2.6%	1	0.6
O=C(NCC(F)(F)F)Nc1cccnc1	-6%	-4	-3	-1	0	-4	-2.9%	-5	0.2
CCn1c(SC/C=C/c2ccccc2)nnc1-c1cccs1	?	9	-9	6	-4	-5	2.3%	-12	-0.3
CCOC(=O)N1CCN(c2c(NCC3CCN(Cc4cccc(C)c4)CC3)c(=O)c2=O)CC1	-11%	1	3	3	1	-13	0.2%	/	0.6
CCN(CCCNC(=O)C1CCN(S(=O)(=O)c2cnc[nH]2)CC1)c1cccc(C)c1	-3%	-1	3	1	-13	1	-2.8%	-22	-0.4
COc1cccc(N/C(SC)=C(/C#N)C(N)=O)c1	-15%	-2	-4	0	-6	-9	-1.0%	9	-0.2
CCN(CC)c1ccc(/C=N/N=C(c2ccccc2)c2ccccc2)c(O)c1	-20%	1	-4	12	-3	-4	4.1%	-7	2.3
COC(=O)Cn1c(N)[n+](Cc2ccccc2)c2ccccc21	/	-1	-7	3	-6	-5	0.3%	/	0.1
CCC(C)(C)n1nnnc1C(c1ccncc1)N1CCN(c2cccc(OC)c2)CC1 (stereo not drawn)	-3%	10	-3	-3	11	0	2.1%	-3	-0.6
CCCNC(=O)C1Cc2cc(S(=O)(=O)N3CCCCCC3)ccc2N1C(C)=O (stereo not drawn)	-11%	0	5	-2	-10	4	0.2%	/	0.6
C=Cc1ccc(Cn2c(C(=O)O)c(CNCc3ccccc3)c3ccc(C)cc32)cc1	-9%	-9	-3	2	24	12	-2.0%	?	-0.8
CC1=C(C(=O)NC2CC(C)(C)Cc3c2cnn3-c2ccc(C)cc2)OCCO1 (stereo not drawn)	-8%	-1	-7	1	11	0	0.5%	-3	0.4
Nc1nnc(SCC(=O)Nc2cccc(S(N)(=O)=O)c2)s1	-1%	-3	10	0	8	-5	-0.3%	2	0.4
CC(=O)c1cccc(N(CC(=O)Nc2ccccc2C(=O)N2CCCC2)S(C)(=O)=O)c1	-5%	6	55*	5	-9	-1	3.9%	4	0.2
COc1ccc(NC(=O)N(Cc2ccc(C)cc2)Cc2cccnc2)c(OC)c1	-5%	1	5	0	-28	/	0.5%	/	-0.6
Cc1ccc(Cn2c(NCCc3ccccc3)nc3c2c(=O)n(C)c(=O)n3C)cc1	-2%	-24	2	2	7	-3	1.3%	7	0.2
O=C(O)Cc1n[nH]c(=O)c2ccccc12	7%	8	-1	3	31	0	3.3%	-15	-0.3
Cc1cc(-c2nn(-c3ccccc3F)cc2CN2CCN(c3ccccn3)CC2)c(C)s1	3%	-14	-5	1	2	1	0.4%	-4	-0.2
CCn1c(=N)c(C(=O)OC)cc2c(=O)n3ccccc3nc21	158%[activator]	/	-1	0	-3	-7	1.4%	/	0.2
O=C(C1CCCN(S(=O)(=O)c2cccc3nonc23)C1)N1CCN(c2ccccc2F)CC1 (stereo not drawn)	-1%	8	1	3	11	1	6.1%	/	-0.8
Cc1onc(-c2ccccc2)c1C(=O)NCC1CCN(C(=O)c2c(-c3ccccc3)noc2C)CC1	-12%	/	-9	1	-2	-3	-0.4%	4	-0.2
NC(=O)NC(=O)C[n+]1cccc(/C=N/O)c1	1%	3	3	5	-14	-6	-0.7%	10	1.7
CN1C(=O)CSC1=Nc1cccc(Cl)c1	-10%	10	-7	-4	-21	0	1.6%	2	-0.9
Cc1ccc(S(=O)(=O)Nc2ccc3nc(-c4cccc(Cl)c4)oc3c2)cc1	-9%	5	1	4	11	3	15%	5	1.0
O=C(CCNc1cccc(Cl)c1)c1cccs1	?	-6	6	1	-10	-2	2.1%	3	-0.7
CCOc1ncccc1C(=O)N(C)CC1COc2ccccc2O1 (stereo not drawn)	-9%	7	-2	-3	-10	-3	2.1%	-17	0.1
COc1cc([N+](=O)[O-])c2ncsc2c1	-12%	-4	1	0	-11	-6	0.1%	1	-0.3
O=C1CCCc2c1nc(-c1ccco1)n2O	-1%	9	7	5	1	0	2.8%	2	0.6
Cc1ccc2c(c1)nnn2C1CCN(CC(=O)c2ccc(Cl)cc2)CC1	?	2	12	0	-10	-5	1.4%	-2	0.0
COc1ccc(C2CC(=O)Oc3ccc(C(C)(C)C)cc32)cc1 (stereo not drawn)	6%	4	1	5	-27	-6	0.0%	/	0.2
O=C(Nc1ccccc1)C1C2/C=C\CCCCC21 (stereo not drawn)	?	-8	-3	0	/	-6	0.7%	-8	1.1
COc1ccccc1N1CCN(c2ccc([N+](=O)[O-])nc2)CC1	-5%	3	-1	2	0	-1	0.7%	-6	-1.2
Cc1noc(C)c1CSCC(=O)Nc1cc(S(=O)(=O)N2CCCCC2)ccc1OC(C)C	/	1	-6	2	-21	2	3.5%	0	0.2
CCOCCCNC(=O)CCc1nnc2n(CCC(C)C)c(=O)c3ccccc3n12	-2%	-9	-5	3	-3	-4	0.0%	-6	-1.4
COc1ccc(-c2nc3scc(CCNS(=O)(=O)c4ccc(F)cc4C)n3n2)cc1	-17%	0	0	11	/	-3	3.2%	-26	0.9
Cc1ccc(N/N=C(\C#N)C(N)=S)cc1C	-9%	-2	-1	28	-18	7	3.9%	-5	3.1
COc1ccc(C(C)(C)C)cc1NC(=O)COC(=O)CSCc1c(C)noc1C	/	0	-5	5	9	-2	-0.5%	4	0.2
COc1ccc(NC(=O)c2cccc(N3C(=O)C4C5C=CC(C5)C4C3=O)c2)cc1 (stereo not drawn)	?	8	-6	3	-4	-4	-0.3%	0	0.0
O=C(Nc1ccccc1)c1cn2ccccc2n1	30%	6	7	1	3	-1	0.9%	12	-0.2
CCN(CC(=O)Nc1c(F)cccc1F)C(=O)CCc1ccc(OC)cc1	-8%	-5	-4	0	14	2	-0.3%	-8	-0.3
Cc1ccc(/C=N/NC(=O)C(O)c2ccccc2)o1 (stereo not drawn)	5%	-11	-3	2	-1	-3	0.0%	5	-0.3
COc1ccc(C(=O)NCCc2sc(-c3ccc(Cl)cc3)nc2C)c(OC)c1	59%[activator]	13	-4	3	-16	2	-0.1%	-24	0.1
O=C(O)c1ccc(CNCc2cccc(Cl)c2Cl)cc1	-9%	-10	3	2	0	1	0.3%	-12	0.5
COCCNC(=S)N/N=C(\C)c1ccc(Cl)c(Cl)c1Cl	-19%	-20	4	-3	-8	13	-0.7%	-30	-1.3
COC(=O)CC(N)c1ccc(Br)cc1 (stereo not drawn)	-4%	-4	-4	4	2	-2	-0.6%	5	-0.1
CC1CCN(C(=O)CNC(=O)CNS(=O)(=O)c2ccccc2)CC1	-15%	-7	9	5	7	1	1.4%	6	0.3

Structures shown so far with fluorine (five):
SMILES	Anesthetic bind	D2 potentiator	TRHR PAM	D1 agonist	D1 antag	D1 potentiator	RXFP1 agonist	RXFP1 antag	TRHR agonist
O=C(NCC(F)(F)F)Nc1cccnc1	-6%	-4	-3	-1	0	-4	-2.9%	-5	0.2
Cc1cc(-c2nn(-c3ccccc3F)cc2CN2CCN(c3ccccn3)CC2)c(C)s1	3%	-14	-5	1	2	1	0.4%	-4	-0.2
O=C(C1CCCN(S(=O)(=O)c2cccc3nonc23)C1)N1CCN(c2ccccc2F)CC1 (stereo not drawn)	-1%	8	1	3	11	1	6.1%	/	-0.8
COc1ccc(-c2nc3scc(CCNS(=O)(=O)c4ccc(F)cc4C)n3n2)cc1	-17%	0	0	11	/	-3	3.2%	-26	0.9
CCN(CC(=O)Nc1c(F)cccc1F)C(=O)CCc1ccc(OC)cc1	-8%	-5	-4	0	14	2	-0.3%	-8	-0.3

(more compounds)
SMILES	Anesthetic bind	D2 potentiator	TRHR PAM	D1 agonist	D1 antag	D1 potentiator	RXFP1 agonist	RXFP1 antag	TRHR agonist
COc1ccc([N+](=O)[O-])cc1C1NN=C(c2ccccc2O)S1 (stereo not drawn)	-9%	-17	15	1	-1	-6	7.4%	3	0.7
CCC(=O)Nc1cc(-c2nc3cc(C)cc(C)c3o2)ccc1C	4%	4	19	0	5	-1	0.6%	-11	-1.1
COc1ccc(-n2nnnc2SCc2nc(N)nc(N3CCOCC3)n2)cc1	-10%	8	0	4	-19	0	2.5%	-3	0.1
Cn1cc(C(=O)N2CCc3ccccc32)cn1	-2%	9	0	4	4	-1	-1.3%	-11	0.0
CC1(c2nnc(-c3cccc(Cl)c3)o2)CC(c2ccccc2Br)=NO1 (stereo not drawn)	-8%	-3	3	5	-6	-6	-1.5%	/	0.7
C/C(=N/NC(=O)CNC(=O)c1cccs1)c1ccc(Cl)cc1	?	/	3	2	-2	0	-0.6%	-28	-0.7
CC(=O)Nc1c(C(=O)N2CCCCCC2)cnn1-c1ccccc1	-12%	10	-7	3	7	-6	0.5%	1	0.4
CCC(Sc1nnc(C)c(=O)[nH]1)C(=O)Nc1cccc2ccccc12 (stereo not drawn)	-1%	3	8	1	-1	0	-2.8%	5	-0.1
O=C(CCCNS(=O)(=O)c1cccc2nsnc12)NCc1ccc(F)cc1	-3%	0	4	4	-3	-3	-1.2%	-1	-1.1
CNC(=O)c1c(Br)cnn1-c1ccc(C)cc1	-6%	1	9	0	0	2	0.1%	-16	-0.1
COc1ccc(/C=C/C(=O)N(C)CC(=O)Nc2cccc(F)c2)cc1S(=O)(=O)N1CCCCC1	/	-5	-2	2	20	1	-0.1%	-11	0.2

Screens (PubChem BioAssay)
